p53 reactivation: re-activators of mutant p53. 320,000 tested, 0.063% active. Potency, µM (top dose mostly 92.2 µM), inactives show top-dose activity change, positive = activation, hits mostly activators. H1299 p53-A138V BP100-luciferase reporter, luminescence, 24 h; further: % of control where 0% means no effect; nearly all actives have a fitted effect of over 45% in size
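H1299 (p53-null), stable ts p53-A138V + BP100-Luc; 1000 cells/well, Opti-MEM/10% FBS; cpd 4 pt, 1:5; 24 h, 37 deg C, 5% CO2; detection reagent 10 min RT; luminescence.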
VP16 counter: counter-screen for ROR gamma inhibitors: Gal4-VP16 reporter | Drosophila S2 Gal4-VP16 UAS-luciferase, luminescence, 20 h | Potency, µM (highest dose often 53.6 µM), inactives show at the top dose activity, negative = inhibition, usual class: inhibitors | 310,000 tested, 3.5% active;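 further: Gal4-VP16 expression switched on by copper sulfate through the metallothionein promoter; on the % scale 0 is the no-effect control and ±100 the full control effect; nearly all actives have a fitted effect of over 50% in size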
RORgamma inh: inhibitors of mouse ROR gamma transcriptional activity | P51450 | Drosophila S2 Gal4-RORgamma UAS-luciferase reporter, 20 h | Potency, µM (titrated, usually from 53.6 µM), for inactives: top-dose activity change, negative = inhibition, actives largely listed as inhibitors | 310,000 tested, 5.4% active; further: on the % scale 0 is the no-effect control and ±100 the full control effect; nearly all actives have a fitted effect of over 60% in size
Target sequence (P51450 whole entry, looked up, the tested form may be a part): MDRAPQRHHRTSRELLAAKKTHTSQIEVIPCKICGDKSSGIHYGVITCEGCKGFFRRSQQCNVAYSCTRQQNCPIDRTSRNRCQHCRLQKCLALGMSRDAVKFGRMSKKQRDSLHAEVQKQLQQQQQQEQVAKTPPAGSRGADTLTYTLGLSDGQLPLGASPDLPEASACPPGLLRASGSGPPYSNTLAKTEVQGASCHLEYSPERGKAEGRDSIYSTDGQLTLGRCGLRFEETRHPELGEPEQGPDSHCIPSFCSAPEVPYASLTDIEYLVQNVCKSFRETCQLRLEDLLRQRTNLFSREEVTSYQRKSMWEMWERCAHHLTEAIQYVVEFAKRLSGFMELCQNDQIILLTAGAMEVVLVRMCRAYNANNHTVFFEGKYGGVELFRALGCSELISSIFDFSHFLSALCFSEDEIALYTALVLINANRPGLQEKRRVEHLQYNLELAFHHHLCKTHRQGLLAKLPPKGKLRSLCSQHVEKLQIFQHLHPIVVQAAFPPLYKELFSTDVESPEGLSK
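Compounds are pin-transferred onto Drosophila Schneider cells expressing a copper-inducible Gal4–ROR gamma transactivation domain fusion. After 1 hr, copper sulfate is added to 700 uM final; luciferase is read 20 hr later.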
BRCA1 expr up: activators of BRCA1 expression. 380,000 tested, 1.1% active. MCF7-BRCA1-FFLuc reporter, luminescence, 48 h; response scale: scaled: vehicle 0%, 10 µM genistein 100%. AID 624202. Potency, µM (highest dose often 46.1 µM), without a hit: at the highest dose activation, hits mostly activators; further: nearly all actives have a fitted effect of over 80% in size; some results filed as inactive show a strong effect at the top dose
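Quantitative HTS in MCF7 cells stably reporting BRCA1 expression via firefly luciferase. Compound treatment lasts 48 h at 37 °C in phenol-red free MEM. Activation is expressed relative to genistein at 10 microM and DMSO.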
MLL CXXC-DNA inh: MLL CXXC-DNA interaction inhibition. Potency, µM (titrated, usually from 115 µM), without a hit: at the top dose activity change, negative = inhibition, actives largely listed as inhibitors. Q03164. MLL-CXXC / FITC-HOXA9 DNA fluorescence polarization. 290,000 tested, 0.037% active; active means well fitted inhibition curve with a large enough effect in the polarisation, with a control signal flat, not every such curve was filed as active; inconclusive means small, poorly fitted or top-dose-only effect, or effect the other way, or a change in a side signal; inactive means no such curve, though single readings can be large or run the other way; the % refers to the polarisation
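Steps: dispense CXXC domain solution (7 uM) → pin compounds or unlabeled HOX-A9 DNA control → 5 min ambient → add FLSN-HOX-A9 solution (50 nM) → spin → 30 min ambient → fluorescence polarization. Tris pH 7.5/NaCl/DTT/BSA buffer.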
MBNL1-CUG inh: MBNL1-poly(CUG) RNA binding inhibition. 280,000 tested, 0.036% active. TR-FRET MBNL1-His/biotin-(CUG)12 binding, 665/545 ratio. Potency, µM (top dose mostly 57.5 µM), for inactives: at the top dose activity change, negative = inhibition, actives largely listed as inhibitors; active means well fitted inhibition curve with a large enough effect in the signal ratio, with a control signal flat, not every such curve was filed as active; inconclusive means small, poorly fitted or top-dose-only effect, or effect the other way, or a change in a side signal; inactive means no such curve, though single readings can be large or run the other way; the % refers to the signal ratio; further: on the % scale 0 is the no-effect control and ±100 the full control effect
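TR-FRET readout: Ex 340 nm, 665/545 nm emission ratio, normalized to buffer-only (basal) and MBNL1-(CUG)12 controls. Complex of MBNL1-His with Biotin-(CUG)12, compounds 92 nM–58 uM, incubated 60 min at room temperature.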
NPC1 prom act: activators of NPC1 promoter; Huh7 NPC1 promoter luciferase reporter, 24 h; Potency, µM (highest dose often 9.22 µM), inactives show at the highest dose activation, actives largely listed as activators; 320,000 tested, 2.4% active; AID 485313;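 further: % of control where 0% means no effect; nearly all actives have a fitted effect of over 60% in size; reporter is driven by a mutant NPC1 promoter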
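In 1536-well qHTS, Huh7 cells harboring an NPC1 promoter–luciferase construct received compound for 24 h; activation was quantified by luminescence following luciferase reagent addition.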
uPA surface inh: blocks generation of uPA at the cell surface; cell surface uPA generation assay, qHTS; Potency, µM (doses to about 38.3 µM), for the others: at the top dose activity change, negative = inhibition, most hits filed as inhibitors; 330,000 tested, 0.31% active; active means well fitted inhibition curve with a large enough effect; inconclusive means small, poorly fitted or top-dose-only effect; inactive means no such curve, though single readings can be large or run the other way; tested in mouse RAW 264.7 cells; further: on the % scale 0 is the no-effect control and ±100 the full control effect; nearly all actives have a fitted effect of over 55% in size
Rab9 prom act: activators of Rab9 promoter | Huh7 Rab9 promoter-luciferase reporter, luminescence, 24 h | Potency, µM (highest dose often 9.22 µM), for the others: at the highest dose activation, negative = inhibition, usual class: activators | 320,000 tested, 2.8% active | AID 485297; further: % of control where 0% means no effect; nearly all actives have a fitted effect of over 60% in size
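Stable Rab9-luc Huh7, 1500 cells/well, 2 h settle; cmpd in DMSO, 24 h, 37 °C/5% CO2; luciferase reagent 10 min RT; luminescence.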
FLuc modulator: counter-screen for miR-21 project: firefly luciferase inhibitors or activators; P08659; purified FLuc, Km substrates, luminescence inhibition; Potency, µM (top dose mostly 57.5 µM), for the others: at the highest dose activity change, negative = inhibition, hits mostly inhibitors; 360,000 tested, 6.9% active;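 further: plate controls were vehicle for no effect and reference inhibitor for full effect; nearly all actives have a fitted effect of over 55% in size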
Target sequence (P08659 whole entry, looked up): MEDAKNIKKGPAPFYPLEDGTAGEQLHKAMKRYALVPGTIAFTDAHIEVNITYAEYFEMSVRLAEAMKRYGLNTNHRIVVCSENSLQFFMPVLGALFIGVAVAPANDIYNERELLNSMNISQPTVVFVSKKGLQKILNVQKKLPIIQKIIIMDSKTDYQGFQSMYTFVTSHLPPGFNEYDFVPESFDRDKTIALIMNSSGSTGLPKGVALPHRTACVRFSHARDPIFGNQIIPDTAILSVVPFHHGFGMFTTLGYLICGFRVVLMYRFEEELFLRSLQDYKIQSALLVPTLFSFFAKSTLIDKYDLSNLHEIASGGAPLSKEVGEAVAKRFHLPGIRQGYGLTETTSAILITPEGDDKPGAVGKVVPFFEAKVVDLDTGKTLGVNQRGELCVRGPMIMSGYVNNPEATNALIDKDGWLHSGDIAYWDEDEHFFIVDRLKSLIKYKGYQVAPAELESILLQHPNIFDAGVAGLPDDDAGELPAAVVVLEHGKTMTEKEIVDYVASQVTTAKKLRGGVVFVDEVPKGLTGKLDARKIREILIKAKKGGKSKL
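Purified P. pyralis luciferase (10nM final) with 10uM D-luciferin and 10uM ATP (Km levels) in 50mM Tris acetate pH 7.5, 10mM Mg acetate, 0.01% Tween-20, 0.05% BSA; qHTS 6-point titration, ~60 µM downward; luminescence read.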
ELG1 genotox: inducers of genotoxicity in HEK293T ELG1-luciferase cells. HEK293T ELG1-luciferase reporter, luminescence, 16 h. Potency, µM (titrated, usually from 46 µM), for inactives: at the top dose activity change, positive = activation, hits mostly activators. 330,000 tested, 1.3% active; further: % of control where 0% means no effect; nearly all actives have a fitted effect of over 60% in size
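After overnight (16 hr) compound treatment at 37 °C, ELG1-luciferase HEK293T cells were lysed with ONE-Glo; luminescence quantified 30 min later at room temperature.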
Starred values were filed as active, the others as inactive; ? = inconclusive; . = no result given; [ ] = remark or other dose. Unless noted, the call rests on the fitted dose curve; in most records, active means well fitted curve in the direction sought with a large enough effect; inconclusive means small, poorly fitted or top-dose-only effect, or another doubt; inactive means no such curve, though single readings can be large; an effect the other way counts as inactive or inconclusive. Potency means the concentration at half of the fitted maximal effect.

SMILES	p53 reactivation	VP16 counter	RORgamma inh	BRCA1 expr up	MLL CXXC-DNA inh	MBNL1-CUG inh	NPC1 prom act	uPA surface inh	Rab9 prom act	FLuc modulator	ELG1 genotox
Cc1ccc(OCCC(=O)OCC(=O)N2c3ccccc3NC(=O)C2(C)C)cc1	-3%	.	.	-23%	.	.	0%	-2%	2%	4%	-3%
Cc1ccc(C)c(Nc2nc(-c3ccncc3)nc3ccccc23)c1	8%	-6%	6%	-26%	8%	-11%	-2%	6%	1%	-1%	1%
O=C1c2cccnc2C(=O)N1CO	5%	-8%	-10%	-17%	-15%	28%	-2%	-6%	2%	-3%	0%
FC(F)(F)c1cccc(NC(=S)NCCc2ccccn2)c1	4%	11µM*	4µM*	4%	-30%	-8%	-1%	-6%	9%	4%	-5%
CCOC(=O)N1CCN(C(=O)CS(=O)(=O)Cc2nc(-c3cccc(OC)c3)oc2C)CC1	-4%	-9%	-13%	-26%	-9%	-4%	-3%	14%	-1%	0%	-4%
CC(C)(C)NC(=O)CSc1nc2ccccc2n1-c1ccccc1	3%	-18%	-44%	-4%	-5%	-3%	0%	10%	-10%	2%	-7%
CC(C)c1ccc(-c2noc(C3CCCN(S(C)(=O)=O)C3)n2)cc1 (stereo not drawn)	6%	?	?	40%	-3%	0%	12%	3%	15%	19µM*	?
O=C(Nc1ccc(Cl)cc1)c1ccc(-n2cccn2)c([N+](=O)[O-])c1	?	?	81%	-25%	-3%	21%	-1%	.	-3%	-15%	-6%
CCC(c1nnnn1C(C)(C)CC)N(CCN1CCOCC1)Cc1cc2cc(C)ccc2[nH]c1=O (stereo not drawn)	-3%	-1%	2%	-1%	3%	2%	0%	-1%	1%	1%	-1%
Cc1ccc(OCC(O)CN2CCN(CC(O)COc3ccc(C)cc3Cl)CC2)c(Cl)c1 (stereo not drawn)	-2%	3%	-12%	3%	-1%	-12%	-1%	0%	1%	1%	-8%
CN1CCN(S(=O)(=O)c2ccc(NCc3ccc4c(c3)OCO4)nc2)CC1	0%	-1%	32%	-9%	1%	-10%	0%	0%	-3%	5%	-5%
NC(=O)CC(c1ccccc1)c1ccco1 (stereo not drawn)	5%	-5%	-9%	39%	6%	6%	-3%	-4%	-4%	1%	3%
O=C1CCN(CCc2ccccc2)CCN1[C@H](CSc1ccccc1)Cc1ccccc1	10%	-11%	37%	-35%	1%	-5%	-1%	?	0%	-6%	-1%
COc1cccc2c1O/C(=N\O)C(C(=O)Nc1ccc(C)cc1)C2 (stereo not drawn)	5%	6%	37%	-16%	32%[activator]	-3%	-32%[inhibitor]	?	-21%	?	3%
O=Cc1ccc(OCc2ccccn2)cc1	?	2%	-5%	62%	-1%	32%[activator]	-1%	-5%	-3%	?	14%
Cc1ccc(-c2cc(C(=O)Nc3c(C)n(C)n(-c4ccccc4)c3=O)[nH]n2)c(O)c1	5%	0%	-1%	-2%	2%	-11%	-3%	4%	-4%	0%	0%
Cc1cc(/C=C(\C#N)C(=O)NCc2cccs2)c(C)n1-c1ccc([N+](=O)[O-])cc1	-10%	-8%	24%	2%	3%	14%	-8%	.	-2%	-3%	-1%
COc1ccccc1NC(=O)CSc1nnc(-c2ccco2)n1N	-4%	-27%	-3%	4%	0%	2%	1%	9%	3%	-1%	2%
CCn1c(COc2c(C)cccc2C)nnc1SCC(=O)N1CCN(c2ccccc2)CC1	-30%[inhibitor]	-4%	15%	-38%	-1%	8%	-1%	-13%	3%	1%	-8%
Cc1ccccc1N(CC(=O)NC(C)(C)C)C(=O)CCC(=O)Nc1nccs1	0%	5%	14%	9%	-6%	0%	-2%	13%	-2%	-1%	-2%
CCN(CC)S(=O)(=O)c1ccc2c(c1)N(CC(=O)NCCCN1CC(C)CC(C)C1)C(=O)CO2 (stereo not drawn)	-3%	-10%	9%	-3%	-13%	-5%	2%	0%	1%	2%	1%
CC(C(=O)c1ccccc1)n1c(N2CCOCC2)nc2c1c(=O)n(C)c(=O)n2C (stereo not drawn)	7%	-10%	7%	-28%	-7%	1%	-4%	9%	-4%	-2%	2%
COc1ccc2cc(C)c3nnc(SCC(=O)Nc4nc(-c5ccc(F)cc5)cs4)n3c2c1	-9%	-3%	17%	-5%	7%	-6%	-6%	2%	-17%	1%	13%
CC(=O)Nc1ccc2nc(CN3CCN(Cc4ccc(F)cc4)C(CCO)C3)ccc2c1 (stereo not drawn)	4%	8%	-9%	3%	-1%	?	0%	4%	-3%	-4%	0%
COc1ccc2oc(=O)c(C(=O)Nc3ccccc3C)cc2c1	.	?	0.89µM*	?	-21%	?	3.2µM*	-20%	3.2µM*	1.7µM*	?

The listing continues.
SMILES	p53 reactivation	VP16 counter	RORgamma inh	BRCA1 expr up	MLL CXXC-DNA inh	MBNL1-CUG inh	NPC1 prom act	uPA surface inh	Rab9 prom act	FLuc modulator	ELG1 genotox
Cc1ccc(OCC(O)CNC(C)c2ccccc2)cc1C (stereo not drawn)	26%	-9%	5%	-17%	13%	-7%	-11%	5%	-9%	2%	-10%
O=[N+]([O-])c1ccc(N2CCCCC2)nc1N1CCCCC1	5%	6%	?	-11%	3%	?	-1%	-2%	8%	-1%	-5%
CC(C)c1nnc(SCC(=O)NC(C)(C)C)n1C	0%	0%	-11%	2%	8%	-22%	-1%	-4%	-3%	-1%	2%
COC(=O)c1c(C)c[nH]c1C	3%	8%	6%	-3%	4%	13%	0%	0%	0%	4%	0%
N=C1c2ccccc2CN1NC(=O)c1cccc(S(=O)(=O)N2CCCCC2)c1	-4%	-5%	2%	-8%	-1%	6%	0%	3%	-2%	-6%	2%
O=C(N/N=C/c1cccs1)c1cc(-c2ccc(Cl)s2)[nH]n1	2%	7.9µM*	10µM*	44%	4%	0%	-1%	-1%	0%	-4%	0%
CCN1C(=O)CC(N2CCC(C(=O)N3CCCCCC3)CC2)C1=O (stereo not drawn)	15%	-5%	-16%	20%	-4%	2%	0%	2%	2%	0%	-1%
Cc1ccc(-c2nnc(SCC(=O)N(C)C)nc2-c2ccc(C)cc2)cc1	-6%	-2%	34%	-42%	0%	?	-4%	-3%	-2%	2%	1%
CCOCCCNC(=O)C1CCCN(S(=O)(=O)c2ccc(-n3cnnn3)cc2)C1 (stereo not drawn)	-2%	1%	-1%	-7%	7%	4%	-2%	5%	-2%	2%	-3%
CNc1c(NS(=O)(=O)c2ccc(F)c(Cl)c2)c(=O)oc2ccccc12	-7%	-2%	4%	-3%	-6%	-3%	-3%	0%	-1%	1%	-6%
Cc1ccccc1NC(=O)COC(=O)C1=COCCO1	4%	.	.	6%	.	.	-2%	9%	2%	1%	-2%
Cc1cc(C(=O)N/N=C/C=C/c2ccccc2)n[nH]1	3%	-1%	-24%	0%	1%	?	-4%	0%	9%	?	0%
COc1ccc(C(=O)Nc2nc(C)c3cc4c(cc3n2)OCO4)cc1	-3%	-7%	-19%	-40%	29%	?	-3%	3%	2%	1%	?
CCOC(=O)c1c(/N=C/c2cc(C)ccc2O)sc2c1CCN(C)C2	13%	-4%	-14%	-3%	?	-2%	-4%	0%	-5%	?	0%
O=c1c(C=Nc2ccc(Oc3ccccc3)cc2)c[nH]n1-c1cccc(Cl)n1	-1%	-1%	-29%	-43%	?	1%	-1%	-4%	-3%	-1%	0%
COC(=O)C1=C(C)Nc2c(c(=O)n(C)c(=O)n2C)C1c1ccc(Cl)cc1 (stereo not drawn)	-15%	-14%	43%	-7%	19%	-18%[11.5 µM]	-3%	-6%	1%	4%	15%
Cc1ccc(S(=O)(=O)C(F)(F)F)cc1NC(=O)c1cccnc1	-1%	2%	-5%	7%	1%	-9%	-4%	-1%	2%	4%	0%
N#Cc1c(NC(NC(=O)c2ccco2)C(=O)c2ccccc2)sc2c1CCCC2 (stereo not drawn)	-2%	.	20%[0.365 µM]	-1%	14%	3%	0%	-6%	-2%	-19%	21%
O=C(O)/C(=C\c1cccc(F)c1)c1ccc(S(=O)(=O)N2CCCCC2)s1	2%	-9%	25%	-17%	-19%	-26%	3%	11%	1%	6%	-2%
COc1ccc(Cc2nc(C(=O)Nc3ccc(F)cc3)cs2)cc1	?	6%	2%	71%	-2%	-9%	2%	0%	12%	?	6%
COc1ccc(-c2c(C)[nH]n3c(=O)c(Cc4ccccc4)c(C)nc23)cc1OC	-4%	?	3.5µM*	-58%	-11%	-4%	-8%	-8%	-3%	0%	-9%

The list is partial; the hit share may differ from the screen's.
